NPR1 activator: GC-A (human) enzyme activation; P16066; HEK293 GC-A cells, cGMP TR-FRET, EC30 ANP; 0% at EC30 ANP, 100% saturating ANP; activation, % at 10 µM; 370,000 tested, 0.14% active; in the data active = activation above about 40%
Target sequence (P16066 whole entry, looked up): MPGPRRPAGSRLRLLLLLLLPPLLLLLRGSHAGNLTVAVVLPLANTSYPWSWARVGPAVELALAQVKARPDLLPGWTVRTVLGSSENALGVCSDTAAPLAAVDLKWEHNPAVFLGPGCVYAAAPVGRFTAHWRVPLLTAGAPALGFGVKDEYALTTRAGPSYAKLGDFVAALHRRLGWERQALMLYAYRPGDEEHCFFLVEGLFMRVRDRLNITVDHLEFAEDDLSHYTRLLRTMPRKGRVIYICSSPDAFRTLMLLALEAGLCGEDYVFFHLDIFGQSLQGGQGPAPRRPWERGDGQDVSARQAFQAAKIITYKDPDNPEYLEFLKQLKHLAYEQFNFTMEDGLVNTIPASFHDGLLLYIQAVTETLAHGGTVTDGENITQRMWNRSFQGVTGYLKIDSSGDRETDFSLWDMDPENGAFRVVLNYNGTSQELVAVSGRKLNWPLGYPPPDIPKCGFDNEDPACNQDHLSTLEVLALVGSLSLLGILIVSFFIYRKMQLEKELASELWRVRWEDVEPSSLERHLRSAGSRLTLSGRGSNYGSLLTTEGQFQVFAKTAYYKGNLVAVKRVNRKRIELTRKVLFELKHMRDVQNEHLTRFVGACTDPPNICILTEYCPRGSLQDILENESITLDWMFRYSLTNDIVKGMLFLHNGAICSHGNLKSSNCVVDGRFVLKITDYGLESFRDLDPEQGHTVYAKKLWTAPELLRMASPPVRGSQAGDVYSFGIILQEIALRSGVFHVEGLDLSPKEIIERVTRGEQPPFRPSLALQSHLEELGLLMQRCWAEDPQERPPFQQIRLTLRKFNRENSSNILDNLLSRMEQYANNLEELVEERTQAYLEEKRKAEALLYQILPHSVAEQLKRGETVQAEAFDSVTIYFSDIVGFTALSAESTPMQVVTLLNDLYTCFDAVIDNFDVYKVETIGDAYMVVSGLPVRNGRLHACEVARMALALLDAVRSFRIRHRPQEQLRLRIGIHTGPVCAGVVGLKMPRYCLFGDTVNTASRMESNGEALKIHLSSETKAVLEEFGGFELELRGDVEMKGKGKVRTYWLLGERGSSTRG
PG9 Ab binder: PG9 antibody binding by small molecule. inhibition, % at 6.7 µM. TR-FRET gp120-PG9 antibody binding. 360,000 tested, 0.43% active. AID 624416; in the data active = inhibition above about 8.5%
SMARCA2 activ: SMARCA2 function activation, primary screen. MG213 cells, MMTV-luciferase reporter, dexamethasone, overnight. activation, % at 9.1 µM. 370,000 tested, 1% active. AID 652017; in the data active = activation above about 7.8%;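 note: 0% = vehicle wells and 100% = reference activator wells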
GC-B act: GC-B (human) receptor activation | AID 1920062 | HEK293-GC-B cells, CNP EC30, cGMP TR-FRET; 0% at EC30 CNP, 100% saturating CNP | activation, % at 10 µM | P20594 | 370,000 tested, 0.11% active;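 active = activation at 10 µM reaching about 35% in either raw or pattern-adjusted values, limit read from the data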
mABHD4 FP: inhibitors of mouse ABHD4; Q8VD66; inhibition, % at 8.92 µM; purified mABHD4, FP-Rh probe fluorescence polarization; 370,000 tested, 0.54% active;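 active = inhibition exceeding the mean over every tested compound plus 3 SD, cut at about 30% in these data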;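 note: 0% = plate median of compound wells and 100% = S159A mutant with DMSO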
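Assay system: Wild-type mouse ABHD4 protein | Medium: HEPES pH 7.0 buffer, 150 mM NaCl, 0.01% Pluronic F-127 | Incubation: Enzyme–compound pre-incubation 45 min, then probe 60 min, both 25 °C | Technique: Fluorescence polarization with parallel and perpendicular emission, 525/598 nm | Evaluation: % inhibition of FP-Rh probe binding versus controls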
HTRA1 inh: inhibitors of human serine peptidase HTRA1 | Q92743 | recombinant HTRA1, FP-rhodamine activity-based probe, fluorescence polarization | inhibition, % at 5.96 µM | 340,000 tested, 0.5% active | AID 504803; in the data active = inhibition above about 36%;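 note: 0% = enzyme with DMSO and 100% = wells lacking enzyme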
rCAG binder: molecules binding r(CAG) RNA repeats; r(CAG) RNA repeat, TO-PRO-1 dye displacement fluorescence; inhibition, % at 3 µM; 370,000 tested, 1.3% active; AID 651821;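 active = inhibition above the plate cutoff, the mean of all test compounds on that plate plus 3 SD, cut at about 35% in these data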;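 note: 0% = DMSO alone and 100% = 100 µM mitoxantrone as full dye displacement; higher means more dye released from RNA so lower well fluorescence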
ARFGAP1 inh: inhibits rat ARF GTPase activating protein 1. Arfgap1-stimulated ARF1 GTP hydrolysis, GDP FP detection. inhibition, % at 16.5 µM. 360,000 tested, 0.26% active. AID 651572;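 active = inhibition above a per-plate limit, mean inhibition of low control wells plus 3 SD, cut at about 25% in these data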;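 note: 0% = DMSO wells with enzyme and 100% = wells lacking Arfgap1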
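Material: rat Arfgap1 catalytic domain, aa 1-136; also added: human ARF1(Δ1-17)-GTP substrate; compound dosing: one concentration, 16.5 µM, DMSO 1.26%; incubation: GTP hydrolysis reaction 2 h at 25 °C; measured by: Tracer-displacement fluorescence polarization with EDTA stop, 620/688 nm; evaluation: % inhibition from polarization; repeats: one replicate per compound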
NR1D1 modulator: modulators of human Rev-erb alpha DNA binding; 370,000 tested, 0.79% active; P20393; Rev-erbα–FITC-DNA binding, fluorescence polarization, 90 min; AID 1259318; activity, % at 10 µM;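 active = activity above about 14%, limit read from the data; passing the limit was not always enough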;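 note: 0% = DMSO wells with 35 nM protein and 100% = DMSO wells with 750 nM protein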
ASAP1 GAP inh: blocks human ASAP1-stimulated Arf1 GTP hydrolysis | Q9ULH1 | GDP FP detection | inhibition, % at 16.5 µM | 360,000 tested, 0.19% active | AID 624377; in the data active = inhibition above about 25%;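 note: 0% = vehicle with enzyme and substrate and 100% = no enzyme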
* marks the source's active call; other numbers are inactive results; . = no result given.

SMILES	NPR1 activator	PG9 Ab binder	SMARCA2 activ	GC-B act	mABHD4 FP	HTRA1 inh	rCAG binder	ARFGAP1 inh	NR1D1 modulator	ASAP1 GAP inh
COc1cc2c(cc1OC)C(c1cc(OC)c(OC)cc1[N+](=O)[O-])N(C(C)=O)CC2 (stereo unspecified)	3	0.9	-3	-1	10	5	-4	1	-3	7
CCOC(=O)Cn1c(=O)oc2cc(S(=O)(=O)NCCc3ccc(OCC)c(OCC)c3)ccc21	2	-1.0	-2	1	2	-8	-1	-2	-6	6
O=C(Nc1cccc(C(F)(F)F)c1)/C(=C\c1ccco1)NC(=O)c1cccs1	-3	1.1	-1	6	-16	-26	11	1	4	-3
Cc1ccc(N(Cc2ccc(C(=O)NN=C3CCN(C)CC3)cc2)S(C)(=O)=O)cc1C	4	-1.8	0	-1	-7	-36	6	8	-1	0
Cc1ccc(Cn2nnc3c(=O)[nH]c(C4CCN(S(=O)(=O)c5ccccc5F)CC4)nc32)cc1	0	-0.7	-3	0	-6	-41	12	-10	-5	-1
Cc1ccc(S(=O)(=O)N2CCC(C(=O)NC3CCCC3)CC2)cc1Cl	-1	-2.1	3	-2	0	3	-1	-7	0	4
Nc1c(-c2ccccc2)c(CN2CCOCC2)nn1-c1ccccc1	-3	-2.6	12*	-1	-2	-1	-3	-8	0	3
COc1ccc(-n2ncc3c2CC(C)(C)CC3NC(=O)c2c(C)cc(=O)oc2C)cc1 (stereo unspecified)	-7	0.1	-2	-2	-11	-6	-2	4	-4	-6
CC1CCCCC1NC(=O)CNC(=O)c1cccs1 (stereo unspecified)	2	0.2	-1	-1	1	12	1	12	0	2
Cc1sc(-c2ccccn2)nc1OC(=O)c1ccc(F)cc1F	-2	-2.3	1	12	-1	-7	-3	-3	1	-7
COc1ccc(C2C(C(=O)N3CCC(C)CC3)c3ccccc3C(=O)N2C)cc1 (stereo unspecified)	-1	-1.1	-2	3	-4	-6	-4	10	-2	-4
CCN(CCO)c1ncnc2onc(-c3ccc(F)cc3)c12	2	0.5	-3	4	-3	3	-1	-1	0	-9
C=CCNC(=O)c1ccc2c3n(nc2c1)-c1ccc(Cl)cc1CO3	13	3.0	5	9	-9	-22	2	6	7	2
COc1ccc(OC)c(C(=O)c2coc3ccc(O)c(CN(C)C)c23)c1	-5	0.0	0	-8	1	5	3	-13	2	5
O=C(Cc1ccc2c(c1)OCO2)N1CCC(n2nc(-c3ccccc3)oc2=O)CC1	-1	.	.	-8	-1	.	.	.	-4	.
CC1CCN(S(=O)(=O)c2ccc3[nH]cc(C(=O)NCCN4CCOCC4)c(=O)c3c2)CC1	4	-0.6	0	0	-4	2	7	1	-1	-3
COc1ccc(OCCSc2nnnn2C2CCCCC2)cc1	8	0.2	2	6	-4	-12	-7	9	0	-15
C=CCOC(=O)C1=C[C@@H](c2ccc(C(F)(F)F)cc2)C[C@@H](OCCCCO)O1	1	0.9	1	2	1	-6	-7	-8	-5	8
COc1ccc(NC(=O)Cn2c(=O)sc3ccccc32)cc1	0	-1.1	1	-10	4	-1	4	-4	5	-18
Cc1ccc(S(=O)(=O)N2CCOCC2)cc1NC(=O)COC(=O)/C=C/c1ccco1	0	-0.6	-2	2	1	-5	3	-2	8	-14
CCOC(=O)C1=C(C)n2c(s/c(=C3\C(=O)Nc4ccccc43)c2=O)=NC1c1ccc(OC)cc1 (stereo unspecified)	-2	1.4	-1	6	-15	-10	29	-9	-7	-10
CCN1CCN(C(=O)Nc2ccccc2OC)CC1	2	-0.4	-1	1	4	-2	-2	-1	4	-11
COC1CC(C)NC(=S)N1 (stereo unspecified)	4	0.2	-3	0	-2	2	-2	1	2	-24
Cc1cccc(N2C(=O)N3[C@H](c4ccc(F)cc4)[C@@H]4C(=O)N(C5CCCCC5)C(=O)[C@@H]4[C@]3(Cc3ccc(Cl)cc3)C2=O)c1	-5	-1.1	0	-5	-1	-6	5	-5	-3	0
O=C(O)c1ccc(N2CCN(c3ccc(Cl)cc3)CC2)c([N+](=O)[O-])c1	5	-4.4	2	1	38*	-5	22	7	6	-4
Cc1[nH]nc(N)c1N=Nc1ccc(Br)cc1	4	-0.8	3	-8	-2	.	6	1	-10	9
COC(=O)C(=O)/C=C(\O)c1c(C)cc(C)cc1C	-1	0.7	-2	0	6	1	0	4	-6	2
C=CC[C@H](CC(=O)N(CCO)Cc1ccccc1)C(=O)N[C@H](COC(=O)[C@H](CC=C)CC(=O)OC(C)(C)C)Cc1c[nH]c2ccccc12	-10	-0.2	0	-2	-8	-28	1	10	2	2
CCC(c1nnnn1C1CCCC1)N1CCN(c2ccccc2)CC1 (stereo unspecified)	-1	-2.2	2	1	-3	0	-6	7	0	19
O=Cc1ccccc1-n1cncn1	0	0.1	-2	2	3	6	-2	1	3	13
O=c1cc(CN2CCN(CCO)CC2)c2cc3c(cc2o1)CCC3	5	1.7	0	0	3	-5	-6	10	-1	14
CCOC(=O)C1=C(C)NC(=O)NC1c1c(OC)ccc2ccccc12 (stereo unspecified)	-7	0.1	-3	-1	5	-11	-4	5	-3	-4
CC1CC(C)CN(S(=O)(=O)c2ccc(C(C)(C)C)cc2)C1 (stereo unspecified)	2	-0.7	-3	9	2	2	-4	-3	-1	-1
O=C(O)c1csc(Cc2ccccc2)n1	-3	-1.1	-3	3	4	3	1	-5	0	-12
COc1cccc(C2=NOC(C(=O)Nc3cc(C)on3)C2)c1OC (stereo unspecified)	1	0.9	-1	-1	10	6	-1	9	-5	0
Cc1nc2c(c(=O)c3ccccc3n2C)c(=O)n1-c1ccc(F)cc1	3	-0.3	5	-3	1	6	-6	3	-5	-4
OC[C@H]1O[C@@H](c2nc(-c3ccc(C4OCCO4)cc3)no2)[C@H](O)[C@@H]1O	1	2.0	0	9	3	.	1	9	1	0
CCN(CC)c1ccc(/C=N/NC(=O)CNC(=O)/C=C/c2ccco2)cc1	-5	-6.7	-1	-2	-5	1	6	21	4	2
Cc1nn(C)c(C)c1S(=O)(=O)N(CC(=O)NC1CCCCCC1)c1ccc(C(C)C)cc1	13	-1.4	-4	-4	-4	3	0	-6	-3	-1
C=CCN1C[C@@H](COCc2ccccc2)Oc2cccc(F)c2S1(=O)=O	-4	.	-2	1	-6	.	-1	.	5	.
Cc1ccc(NC(=O)NCCN2C(=O)C3C4C=CC(C4)C3C2=O)cc1 (stereo unspecified)	1	0.0	3	3	7	1	2	-22	-8	-2
COc1cc(OC)cc(-c2oc(=O)c3cc(OC)c(OC)cc3c2C(F)(F)F)c1	1	-1.4	1	-3	1	-6	-3	11	-2	-1
COc1ccccc1-c1nnc(SCC(=O)NC2CCS(=O)(=O)C2)n1CCc1ccccc1 (stereo unspecified)	3	-1.9	3	-3	-1	2	-3	6	-4	-1
COc1cc(C=O)ccc1OC(=O)N1CCOCC1	4	0.8	-2	5	2	12	4	7	-10	-8
CCCC(=O)Nc1cccc2c1CCCC2	2	0.7	2	2	2	1	0	2	-1	-19
CN(C)S(=O)(=O)c1cccc(NC(=O)C2Cc3ccccc3CN2C(=O)c2ccccc2)c1 (stereo unspecified)	2	1.4	5	3	3	-20	7	-2	1	3
COc1ccc(NC(=O)N(C)C[C@H]2Oc3ccc(NC(=O)CCN4CCOCC4)cc3C(=O)N([C@H](C)CO)C[C@@H]2C)cc1	1	-0.5	1	-5	1	-3	3	3	4	0
CCN1CCN(CCCN(Cc2ccco2)C(=S)Nc2ccc(Cl)c(C)c2)CC1	3	0.2	0	-2	2	-2	-5	9	-2	-4
O=C(O)CCN=C1CCCc2ccccc2N1	2	-1.7	8	1	-3	-2	0	-11	-4	12
CC1OC(COCc2ccccc2)Cc2[nH][nH]c(=O)c21 (stereo unspecified)	0	-1.3	3	7	4	.	5	4	2	2
CCCCN(C)c1nc(C)nc2c1nnn2Cc1ccccc1	2	.	-2	-13	-4	.	0	.	-4	.
CCc1ccc2nc(Nc3ncc(C(C)=O)c(C)n3)nc(C)c2c1	1	-1.5	0	-3	-3	2	-3	7	9	-9
O=C1c2cccnc2C(=O)N1Cc1ccc(S(=O)(=O)N2CCN(c3ccccc3)CC2)cc1	-6	0.5	0	1	2	8	2	0	-9	-10
COc1cccc(/C=C(/CC(=O)Nc2ccc(N3CCOCC3)cc2)c2nc3ccccc3s2)c1	-3	-1.3	1	-1	4	0	5	16	1	9
O=C(CCC1CCCCC1)Nc1nccs1	-2	1.4	4	-1	-6	4	-2	-1	0	-1
COc1cccc2cc(C(=O)Nc3ccc(F)cc3)c(=Nc3ccc(C(=O)O)cc3)oc12	1	-0.3	-1	-1	4	-2	1	0	-22	-1
CCc1ccc(Nc2nc(C)cc(C)c2C(N)=O)cc1	-2	-2.6	-2	3	-1	7	-3	6	-5	7
CCc1cccc(NC(=O)C2CCCN2C(=O)Nc2ccc(C)cc2)c1 (stereo unspecified)	3	1.8	-1	-4	-3	-10	4	8	6	5
CN(C)c1ccc(C(=O)NCCCSc2ccccc2)cc1	1	-2.4	0	2	3	-5	-8	5	0	8
COc1cccc(-c2noc(-c3cccs3)n2)c1	-3	-0.4	9.5*	-6	4	-21	0	-3	-4	2

Record cards, from the list above.
`O=C(CCC1CCCCC1)Nc1nccs1` reads NPR1 activator = -2; PG9 Ab binder = 1.4; SMARCA2 activ = 4; GC-B act = -1; mABHD4 FP = -6; HTRA1 inh = 4; rCAG binder = -2; ARFGAP1 inh = -1; NR1D1 modulator = 0; ASAP1 GAP inh = -1
`COc1ccc(NC(=O)N(C)C[C@H]2Oc3ccc(NC(=O)CCN4CCOCC4)cc3C(=O)N([C@H](C)CO)C[C@@H]2C)cc1` reads NPR1 activator = 1; PG9 Ab binder = -0.5; SMARCA2 activ = 1; GC-B act = -5; mABHD4 FP = 1; HTRA1 inh = -3; rCAG binder = 3; ARFGAP1 inh = 3; NR1D1 modulator = 4; ASAP1 GAP inh = 0

More results.
SMILES	NPR1 activator	PG9 Ab binder	SMARCA2 activ	GC-B act	mABHD4 FP	HTRA1 inh	rCAG binder	ARFGAP1 inh	NR1D1 modulator	ASAP1 GAP inh
CCN(CC)CCn1c(=S)[nH]c2cc(C(=O)NCc3ccccc3)ccc2c1=O	-1	-1.9	3	-1	-5	-1	1	9	-4	-13
O=C1CCCC(=O)C1=C1SCCS1	1	0.8	-2	4	-4	1	2	2	3	-12
Cc1ccc(N/C=C/C(=O)c2sc(-c3ccccc3)nc2C)cc1	5	-0.5	-1	-4	-15	-48	11	1	1	-7
Cc1nnc(SCc2c(Cl)cccc2Cl)n(N)c1=O	0	0.5	4	4	1	-3	-2	-14	1	10
Brc1ccc(-c2cn3ccccc3n2)cc1	4	-1.6	15*	-1	1	-6	0	6	2	6
Cc1ccc(CNC(=O)C(OC(=O)c2cccs2)C(C)C)cc1 (stereo unspecified)	-9	0.3	-2	1	-3	-3	-6	-1	1	10
CC1=C(C(=O)OCc2ccccc2)C(c2ccc(C)cc2)NC(=O)N1 (stereo unspecified)	-6	-0.3	-3	3	4	-9	-1	-4	4	-7

Screening data (PubChem)

Rows are unselected; any-hit rate near 4.4%.
